MIN6 prolif = inducers of MIN6 beta-cell proliferation, primary screen, ATP luminescence, uHTS; AID 2380, 2010; 330,000 compounds, 0.29% hits; MIN6 cells proliferation, ATPlite luminescence, 48 h; cells starved in 0.2% serum; 100% = growth in 10% serum; proliferation, % at 10 µM;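 active means compounds whose signal lies at least 3.5 SD above the mean of all wells on their plate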;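 further: 0% = DMSO-treated cells in low-serum medium and 100% = 10% serum control; some compounds called inactive have numbers as strong as hits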
mIAP activ = activators of mouse IAP, primary screen, biochemical, luminescence, uHTS. intestinal alkaline phosphatase [Mus musculus]. muIAP, CDP-Star luminescence, 30 min; stronger effect = higher value; 1 = vehicle-only enzyme signal, 0 = enzyme-free wells. activation factor at 10 µM. 330,000 compounds, 0.24% hits. AID 2805, 2010;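 active means activation factor of at least 2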; further: the source names both 10 and 20 µM as test concentration; values of inactives mirror those of a sister screen read the other way
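Assay system: mouse IAP enzyme; reagent: chemiluminescent substrate CDP-Star; dosing: test compounds delivered from DMSO solution; schedule: 30 min at room temperature; measured by: luminescence from enzymatic CDP-Star hydrolysis; controls: DMSO-only wells and no-enzyme negative control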
hIAP activ = human IAP activators, primary screen, biochemical, luminescence, uHTS | Intestinal-type alkaline phosphatase (Homo sapiens), P09923 | purified human IAP, CDP-Star luminescence, 30 min; stronger effect = higher value; 1 = vehicle-only enzyme, 0 = enzyme-free background | activation factor at 10 µM | 330,000 compounds, 0.16% hits;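 active means activation factor of the enzyme at least 2-fold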; further: the source names both 10 and 20 µM as test concentration; values of inactives mirror those of a sister screen read the other way
Target sequence (P09923 whole entry, looked up): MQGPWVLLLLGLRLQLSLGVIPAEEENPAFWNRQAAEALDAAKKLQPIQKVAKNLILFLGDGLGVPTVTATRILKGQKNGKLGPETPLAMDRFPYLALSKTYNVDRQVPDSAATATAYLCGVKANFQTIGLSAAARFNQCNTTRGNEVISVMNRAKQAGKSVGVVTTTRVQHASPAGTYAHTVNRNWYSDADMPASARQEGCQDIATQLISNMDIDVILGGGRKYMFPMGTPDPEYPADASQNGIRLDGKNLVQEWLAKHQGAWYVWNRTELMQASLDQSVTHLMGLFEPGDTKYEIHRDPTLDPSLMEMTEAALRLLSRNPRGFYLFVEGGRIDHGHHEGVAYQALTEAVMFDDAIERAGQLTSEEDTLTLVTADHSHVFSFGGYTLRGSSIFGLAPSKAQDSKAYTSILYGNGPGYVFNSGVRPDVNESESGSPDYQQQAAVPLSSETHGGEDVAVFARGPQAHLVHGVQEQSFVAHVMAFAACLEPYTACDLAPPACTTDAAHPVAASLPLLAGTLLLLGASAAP
MPTP inh = mitochondrial permeability transition pore inhibitors, primary screen, biochemical, isolated mouse mitochondria, absorbance. inhibition, % at 10 µM. Ca2+ swelling absorbance, 30 min. AID 602449, 2012. 360,000 compounds, 1.4% hits;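 active means inhibition of 50% or more, scaled per plate between neutral and stimulator controls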;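 further: 0% = DMSO wells given calcium and 100% = 1 mM EGTA wells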
mIAP inh = inhibitors of mouse IAP, primary screen, biochemical, luminescence, uHTS | intestinal alkaline phosphatase [Mus musculus] | purified mouse IAP, CDP-Star luminescence, 30 min | inhibition, % at 10 µM | 330,000 compounds, 0.2% hits;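 active means inhibition of at least 40% at 10 µM in the primary screen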;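 further: plate controls were DMSO with enzyme for no effect and no enzyme wells for full effect; values of inactives mirror those of a sister screen read the other way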
APOBEC3A inh = APOBEC3A ssDNA deaminase inhibitors, primary screen, selectivity assay for APOBEC3G inhibitor project, biochemical, FAM/TAMRA oligo cleavage fluorescence | AID 493011, 2011 | DNA dC->dU-editing enzyme APOBEC-3A (Homo sapiens), P31941 | 330,000 compounds, 0.41% hits | inhibition, % at 20 µM | recombinant A3A, FAM/TAMRA ssDNA deamination fluorescence;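 active means at least 40% inhibition at 20 µM here, with at most 30% in a related deaminase screen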;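 further: plate controls were A3A with DMSO for no effect and wells lacking A3A enzyme for full effect; some results filed as inactive read as strong as hits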
Target sequence (P31941 whole entry, looked up): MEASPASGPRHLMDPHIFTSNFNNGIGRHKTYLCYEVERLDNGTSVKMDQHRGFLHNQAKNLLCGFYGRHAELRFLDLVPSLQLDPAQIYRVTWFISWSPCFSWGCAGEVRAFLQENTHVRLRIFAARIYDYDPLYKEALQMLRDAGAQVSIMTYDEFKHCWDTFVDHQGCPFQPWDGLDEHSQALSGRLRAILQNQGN
APOBEC3G inh = APOBEC3G DNA deaminase inhibitors, primary screen, biochemical, fluorescence, single-stranded DNA substrate, uHTS; DNA dC->dU-editing enzyme APOBEC-3G (Homo sapiens), Q9HC16; recombinant A3G, ssDNA deamination FAM/TAMRA fluorescence; inhibition, % at 20 µM; 330,000 compounds, 0.28% hits;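 active means inhibition of at least 40% at 20 µM, with no more than 30% in the related APOBEC3A deaminase screen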;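 further: plate controls were DMSO wells with A3G for no effect and wells lacking A3G enzyme for full effect; some compounds called inactive have numbers as strong as hits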
Target sequence (Q9HC16 whole entry, looked up): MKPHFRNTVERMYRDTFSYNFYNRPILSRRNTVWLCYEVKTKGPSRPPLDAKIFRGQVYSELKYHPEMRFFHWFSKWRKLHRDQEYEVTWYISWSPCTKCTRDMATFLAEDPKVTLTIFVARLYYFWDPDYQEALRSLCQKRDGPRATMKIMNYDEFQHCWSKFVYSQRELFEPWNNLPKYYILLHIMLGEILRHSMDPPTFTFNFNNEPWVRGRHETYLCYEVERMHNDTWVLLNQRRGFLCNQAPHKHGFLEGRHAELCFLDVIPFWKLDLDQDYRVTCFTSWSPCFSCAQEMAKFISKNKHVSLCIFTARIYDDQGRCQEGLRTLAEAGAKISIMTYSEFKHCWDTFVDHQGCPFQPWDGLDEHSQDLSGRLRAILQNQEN
NR3A LBD binder = binders of NR3A ligand-binding domain, primary screen, biophysical, differential scanning fluorimetry, uHTS; Glutamate receptor ionotropic, NMDA 3A (GRIN3A) ligand-binding domain; 340,000 compounds, 2.5% hits; Tm shift relative to glycine control, % at 25 µM; NR3A LBD differential scanning fluorimetry, Tm shift; 0% = protein alone, 100% = glycine-bound protein;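 active means melting temperature shift of at least 10% of the positive control shift, at one fixed dose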
hIAP block = human IAP inhibitors, primary screen, biochemical, luminescence, uHTS. purified IAP, CDP-Star luminescence, 30 min. Intestinal-type alkaline phosphatase (Homo sapiens), P09923. AID 2544, 2010. inhibition, % at 10 µM. 330,000 compounds, 0.12% hits;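 active means inhibition reaching a set limit with compound at 10 µM in the primary screen, cut at about 35% in these data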;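 further: plate controls were DMSO wells with enzyme for no effect and no-enzyme buffer wells for full effect; values of inactives mirror those of a sister screen read the other way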
Numbers without * were called inactive; · = no result given.

SMILES | MIN6 prolif | mIAP activ | hIAP activ | MPTP inh | mIAP inh | APOBEC3A inh | APOBEC3G inh | NR3A LBD binder | hIAP block
N=C1/C(=C\c2ccc(Br)o2)C(=O)N=C2SC(CC(=O)N3CCCCC3)=NN12 | -1 | 0.83 | 1.1 | 0.5 | 17 | 33 | 13 | -6 | -7
CCN1CCN(c2ccc(NC(=O)c3ccc(Cl)c(S(=O)(=O)N4CCCC4)c3)cc2)CC1 | 1 | 1 | 0.93 | 0.0 | -2 | 40* | 1 | 2 | 7
COc1ccccc1CNC(=O)C1CCCN(S(=O)(=O)c2c(C)[nH]c(=O)[nH]c2=O)C1 (stereo unspecified) | -4 | 0.95 | 0.99 | 0.5 | 5 | 1 | 9 | 1 | 1
CCC/C(C#CCCN1C(=O)c2ccccc2C1=O)=C1/c2ccccc2C(=O)N1c1ccccc1 | -5 | 0.96 | 1.2 | -0.5 | 4 | 0 | 6 | -10 | -18
Cc1ccc(-n2nc(C)c3c(-c4cccs4)c(C#N)c(N)nc32)cc1 | -2 | 1.1 | 1 | 2.7 | -6 | -7 | -6 | -8 | -5
CCC(C)Oc1cc(-c2ccnc(Nc3cccc(Cl)c3)n2)ccn1 (stereo unspecified) | -7 | 0.91 | 1 | -0.2 | 9 | -1 | -9 | -6 | -3
Cc1ccc(C)c(S(=O)(=O)N2CCN(C(=O)CCC(=O)NCc3ccc(Cl)cc3)CC2)c1 | 1 | 1 | 1 | 2.2 | -2 | -1 | 1 | -1 | -2
C/C(=N\NC(=O)c1cc(C)oc1C)c1ccc2c(c1)OCO2 | -2 | 0.99 | 0.96 | 0.8 | 1 | 3 | -1 | -1 | 4
CCOCCCN1CC(C(=O)NCc2ccc3c(c2)OCO3)CC1=O (stereo unspecified) | -5 | 1.2 | 1 | -0.9 | -15 | -10 | -4 | 1 | -2
COc1ccc(N(C(=O)c2ccc(F)cc2)C2=CC3CCC(C2)N3C)cc1 (stereo unspecified) | 2 | 0.99 | 0.89 | -1.4 | 1 | -3 | -6 | 0 | 11

A stretch from the list above, as a working copy:
SMILES | MIN6 prolif | mIAP activ | hIAP activ | MPTP inh | mIAP inh | APOBEC3A inh | APOBEC3G inh | NR3A LBD binder | hIAP block
COc1ccccc1CNC(=O)C1CCCN(S(=O)(=O)c2c(C)[nH]c(=O)[nH]c2=O)C1 (stereo unspecified) | -4 | 0.95 | 0.99 | 0.5 | 5 | 1 | 9 | 1 | 1
CCC/C(C#CCCN1C(=O)c2ccccc2C1=O)=C1/c2ccccc2C(=O)N1c1ccccc1 | -5 | 0.96 | 1.2 | -0.5 | 4 | 0 | 6 | -10 | -18

The list continues.
SMILES | MIN6 prolif | mIAP activ | hIAP activ | MPTP inh | mIAP inh | APOBEC3A inh | APOBEC3G inh | NR3A LBD binder | hIAP block
COc1cc(OC)cc(C(=O)NNC(=O)CN2C(=O)NC(C)(c3ccccc3)C2=O)c1 (stereo unspecified) | 4 | 1.1 | 1 | -0.7 | -8 | -1 | -11 | 0 | -2
CN(C)S(=O)(=O)c1ccc(C(=O)NCC(=O)Nc2ccc(F)c(F)c2)cc1 | -1 | 1 | 0.99 | 1.6 | 0 | -5 | -8 | 0 | 1
C[C@@H]1CC=C[C@H]2[C@H]1C(=O)N(Cc1ccccc1)[C@H]2c1ccc2ccccc2c1 | -8 | 1.1 | 0.94 | -0.3 | -8 | 3 | 9 | 6 | 6
COc1cc(NC2=Nc3cccc4cccc2c34)cc(OC)c1OC | 1 | 0.83 | 0.86 | -1.1 | 17 | -6 | -5 | -2 | 14
O=S1OC(c2ccccc2)c2cc(Cl)ccc21 (stereo unspecified) | -3 | 1 | 1 | -0.8 | -5 | 5 | 41* | -2 | 0
Cn1nnnc1SCC(=O)c1ccco1 | -2 | 0.95 | 1.1 | -2.5 | 5 | -3 | -12 | -2 | -11
COC(=O)C(CC(=O)c1ccc(Br)cc1)n1ccnc1 (stereo unspecified) | -4 | 1.1 | 1.1 | · | -6 | 1 | 31 | · | -15
Cn1nnnc1SCC(=O)Nc1ccc(Cl)c(S(=O)(=O)N2CCOCC2)c1 | -2 | 0.97 | 0.98 | 2.3 | 3 | 4 | -3 | 0 | 2
COc1ccc(-c2c(-c3cc(OC)cc(OC)c3)n(C)c3ccc(-c4ccc(N(C)C)nc4)cc23)cc1 | -6 | 0.99 | 0.95 | -0.2 | 1 | -5 | -8 | 1 | 5
O=S(=O)(Nc1ccc(-n2cccc2)cc1)c1ccc(Cl)cc1Cl | -5 | 0.91 | 0.89 | 11 | 9 | -2 | -1 | 14* | 11
CC(Nc1ccc2c(c1)OCCO2)C(=O)Nc1ccc2c(c1)OCO2 (stereo unspecified) | -3 | 1.1 | 1.1 | 0.8 | -12 | 0 | 0 | 0 | -8
O=C(CCC1CCCN(C(=O)C2=CCCC2)C1)N1CCN(c2ccccn2)CC1 (stereo unspecified) | -2 | 0.96 | 1 | 3.7 | 4 | -4 | -6 | 0 | -4
CC1CCCC(C)N1C(=O)Cn1cnc2cc([N+](=O)[O-])ccc2c1=O (stereo unspecified) | -7 | 1 | 1.1 | -0.1 | 0 | 2 | -4 | 0 | -5
O=C1C2C3c4ccccc4C(c4ccccc43)[C@@H]2C(=O)N1c1ccccn1 (stereo partly specified) | 1 | 1.2 | 0.9 | 3.1 | -22 | -2 | -7 | -2 | 10
CC(C)c1ccc(NC(=O)CN(Cc2ccccc2)S(C)(=O)=O)cc1 | -2 | 1.2 | 1.6 | -2.8 | -21 | 2 | 3 | 0 | -61
CCn1c(SCC(=O)NC2CC2)nnc1-c1csc(C)c1 | 6 | 0.99 | 1.1 | -0.6 | 1 | 4 | -1 | -1 | -11
CC1Oc2ccccc2OC1(O)c1ccc2ccccc2n1 (stereo unspecified) | 2 | 0.97 | 0.89 | -3.1 | 3 | -2 | -5 | -2 | 11
COCc1cc(C)n(CC(=O)N/N=C/c2ccc(-c3ccc(Cl)c(C(=O)O)c3)o2)c(=O)c1C#N | -2 | 0.98 | 0.98 | 1.5 | 2 | 8 | 0 | -1 | 2
O=C(COC(=O)c1ccc(S(=O)(=O)N2CCCC2)cc1)Nc1cccc(F)c1 | -1 | 1.1 | 1.3 | 0.4 | -13 | -2 | -9 | -3 | -25
CCCNC(=S)NC1CC2CCCC(C1)N2Cc1ccc(F)cc1 (stereo unspecified) | -4 | 1.5 | 1.2 | 0.3 | -54 | -10 | -6 | 2 | -21
COc1ccc(CC(=O)OCC(=O)NC(=O)NC2CCCC2)cc1 | 1 | 0.94 | 1 | 0.8 | 6 | -1 | 4 | 1 | -4
C=CCS/C(=N\n1cnc2ccccc2c1=O)N(CC)CC | -3 | 0.89 | 0.96 | 0.8 | 11 | -13 | -4 | 1 | 4
O=C(CN1CCN(S(=O)(=O)c2ccccc2F)CC1)NCC1(N2CCOCC2)CCCCC1 | -5 | 1 | 1 | -1.2 | -2 | 5 | 11 | 2 | -3
COc1ccc(CN(C)S(=O)(=O)c2nnc(NC(=O)c3ccccc3Br)s2)cc1 | -3 | 0.9 | 0.97 | 5.8 | 10 | -1 | -5 | 0 | 3
CC1=NN(c2ccccc2)C(=O)/C1=C/c1c(O)n(-c2ccc(F)cc2)[nH]c1=O | -2 | 0.88 | 0.88 | 61* | 12 | -3 | 0 | 11* | 12
CC1CCc2nc(NC(=O)Nc3ccc4c(c3)OCO4)sc2C1 (stereo unspecified) | -4 | 1 | 0.86 | 24 | 0 | 1 | 9 | 31* | 14
CCc1nnc(NC(=O)C2CC(=O)N(CCc3ccc(F)cc3)C2)s1 (stereo unspecified) | 0 | 0.94 | 0.98 | 0.0 | 6 | -1 | -12 | 1 | 2
Cc1ccc(C)c(CN2C(=O)COc3ccc(C(=O)c4ccccc4C(=O)O)cc32)c1 | -4 | 0.91 | 0.87 | -0.5 | 9 | 1 | -5 | 0 | 13
CCOc1ccc(N2C(=O)CC(Sc3n[nH]c(-c4ccccc4)n3)C2=O)cc1 (stereo unspecified) | -6 | 0.99 | 1.3 | 0.0 | 1 | -3 | 46* | 0 | -32
C=CCOc1nc(-c2ccncc2)nc2ccccc12 | 0 | 0.87 | 1.1 | -1.6 | 13 | 1 | 0 | 2 | -6
O=C(COc1ccccc1)N1CCN=C1SCc1ccccc1F | -2 | 0.92 | 0.99 | 0.4 | 8 | -1 | -5 | 0 | 1
O=C(Nc1cccnc1)Nc1ccc(F)c(Cl)c1 | -2 | 1.2 | 0.94 | 93* | -18 | 1 | -2 | 25* | 6
O=C(Nc1ccc(F)cc1F)N1CCCCCC1 | -3 | 0.95 | 1.1 | 0.6 | 4 | 1 | -4 | -27 | -10
Cc1nc(C)c(/C(O)=C\c2nc3ccc([N+](=O)[O-])cc3oc2=O)o1 | -1 | 0.76 | 0.89 | 4.5 | 24 | -1 | -3 | 1 | 11
CC(=O)NC(CC(=O)OCC(=O)c1c(N)n(CC(C)C)c(=O)n(C)c1=O)c1ccccc1 (stereo unspecified) | 3 | 1 | 1.1 | 0.5 | 0 | -2 | -5 | 2 | -10
O=C(CCC(=O)c1ccc(Cl)cc1)OCn1nnc2ccccc2c1=O | 4 | 0.93 | 0.92 | 0.4 | 7 | 3 | -1 | 0 | 8
O=S(=O)(NCc1ccco1)N1CCCCCC1 | -3 | 1 | 1.2 | -2.0 | -4 | -2 | 0 | 1 | -23
CN1C(=O)C2(OCC(COc3ccc(Cl)cc3)O2)c2ccccc21 (stereo unspecified) | -3 | 1 | 1.1 | -0.7 | -3 | -2 | -4 | · | -11
O=C1COc2ccc(C(=O)COC(=O)CNC(=O)C3CCCCC3)cc2N1 | -3 | 1 | 1 | 1.0 | -4 | 0 | -3 | -1 | -3
O=C(CN1C(=O)CSc2ccc(S(=O)(=O)N3CCOCC3)cc21)NCc1cccnc1 | 0 | 0.98 | 1 | -0.7 | 2 | -3 | -12 | 0 | -2
CN1CCC(=NNC(=O)CN(c2ccccc2)S(=O)(=O)c2ccccc2)CC1 | 2 | 1 | 1.1 | -1.1 | -1 | -2 | -6 | 10* | -14
CCCC(=O)Nc1ccc(Cc2ccc(NC(=O)CCC)c(C(=O)O)c2)cc1C(=O)O | -1 | 1 | 0.96 | -1.6 | 0 | 3 | 1 | 0 | 4
COc1ccc(S(=O)(=O)Nc2ccc(N3CCOCC3)cc2)cc1Br | 1 | 0.92 | 0.94 | -0.2 | 8 | 1 | -4 | 1 | 6
Cc1[nH]c2ccccc2c1C(c1ccccn1)N1CCCC1 (stereo unspecified) | 0 | 1 | 1.2 | 1.2 | -4 | 0 | -3 | -1 | -22
O=C(O)c1ccc[nH]c1=S | -2 | 1.1 | 1.2 | -0.5 | -5 | 2 | 1 | 1 | -22
CCn1nc(C)cc1C(=O)NC1CC(C)(C)Cc2c1cnn2-c1cccc(F)c1 (stereo unspecified) | -2 | 1.2 | 1.1 | 0.1 | -21 | 3 | 14 | 0 | -6

Screening data: PubChem, Sanford-Burnham Center for Chemical Genomics
